TDP1 cell noCPT: qHTS for Inhibitors of human tyrosyl-DNA phosphodiesterase 1 (TDP1): qHTS in cells in absence of CPT; hit rate 15% among 420,000; Potency, µM (top dose mostly 46.2 µM), for the others: at the top dose activity change, negative = growth inhibition, actives largely listed as inhibitors; DT40 Tdp1-/- hTDP1 cells, no CPT, ATP luminescence, 48 h; further: nearly all actives have a fitted effect of over 55% in size
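Readout: luminescence from CellTiter-Glo after 30 min in the dark at RT. Cells: DT40 Tdp1-/- with stable hTDP1, 400/well. Exposure: compounds alone, ≥48 hr, 37 °C.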
DT40 TDP1 CPT: qHTS for Inhibitors of human tyrosyl-DNA phosphodiesterase 1 (TDP1): qHTS in cells in presence of CPT; chicken DT40 Tdp1-/-;hTDP1 cells + 20 nM CPT, ATP luminescence, 48 h; Potency, µM (doses to about 46.2 µM), for the others: top-dose activity change, negative = growth inhibition, hits mostly inhibitors; hit rate 12% among 420,000; AID 686979, 2013; further: nearly all actives have a fitted effect of over 55% in size
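Cell growth measured by CellTiter-Glo luminescence after a minimum 48 h, 37 C compound exposure with 20 nM CPT in Tdp1-knockout DT40 cells stably expressing hTDP1, seeded 400/well; qHTS titration format.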
GCN5L2 inh: qHTS Assay for Inhibitors of GCN5L2; Histone acetyltransferase KAT2A (Homo sapiens), Q92830; GCN5L2 HAT assay, ThioGlo1 CoA-SH fluorescence; hit rate 0.21% among 390,000; Potency, µM (top dose mostly 58.9 µM), inactives show top-dose activity change, negative = inhibition, hits mostly inhibitors; AID 504327, 2011
Target sequence (Q92830 whole entry, looked up): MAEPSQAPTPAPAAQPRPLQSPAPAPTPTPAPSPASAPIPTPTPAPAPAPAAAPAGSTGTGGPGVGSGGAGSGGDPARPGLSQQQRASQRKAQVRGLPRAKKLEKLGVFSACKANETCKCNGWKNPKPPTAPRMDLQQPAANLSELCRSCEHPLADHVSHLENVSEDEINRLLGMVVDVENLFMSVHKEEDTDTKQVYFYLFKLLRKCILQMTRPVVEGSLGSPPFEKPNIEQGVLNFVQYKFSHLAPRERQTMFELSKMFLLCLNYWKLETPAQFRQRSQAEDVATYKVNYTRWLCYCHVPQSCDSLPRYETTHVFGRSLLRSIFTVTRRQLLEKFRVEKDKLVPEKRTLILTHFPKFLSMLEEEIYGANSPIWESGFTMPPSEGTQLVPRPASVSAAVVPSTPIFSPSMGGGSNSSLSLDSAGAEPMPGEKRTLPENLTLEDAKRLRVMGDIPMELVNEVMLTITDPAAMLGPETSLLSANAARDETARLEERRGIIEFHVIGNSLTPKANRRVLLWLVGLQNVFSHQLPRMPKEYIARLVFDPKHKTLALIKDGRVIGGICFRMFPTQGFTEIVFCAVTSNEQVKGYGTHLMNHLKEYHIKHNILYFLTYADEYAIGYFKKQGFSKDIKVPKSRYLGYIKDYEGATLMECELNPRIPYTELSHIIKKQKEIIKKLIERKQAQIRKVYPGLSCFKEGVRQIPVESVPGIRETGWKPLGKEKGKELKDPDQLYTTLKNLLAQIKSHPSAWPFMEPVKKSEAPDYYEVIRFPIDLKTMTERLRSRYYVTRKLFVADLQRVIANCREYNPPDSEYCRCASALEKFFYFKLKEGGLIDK
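Enzyme at 20nM final was mixed with library compounds for 15 min at room temperature. Peptide H3(1-25) at 75uM, acetyl-CoA at 70uM and ThioGlo1 at 50uM were then added. Plates were read immediately and after 20 min (Ex340nm/Em540nm).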
* = called active by the depositor. The call rests on the fitted dose curve; in most records, active means well fitted curve in the direction sought with a large enough effect; inconclusive means small, poorly fitted or top-dose-only effect, or another doubt; inactive means no such curve, though single readings can be large; an effect the other way counts as inactive or inconclusive. On the % scale 0 is the no-effect control and ±100 the full control effect; potency means the concentration at half of the fitted maximal effect.

How did CC(CCc1ccccc1)NC(=O)C1CCCN(c2nnc(-n3cccc3)s2)C1 (centres undefined) do in these assays?
TDP1 cell noCPT: inconclusive; DT40 TDP1 CPT: 18.4µM*; GCN5L2 inh: -6.5%

Results for COc1ccc(C=NCCC2(O)CC(C)N(C)CC2C)cc1 (centres undefined) ?
TDP1 cell noCPT: -19.6%; DT40 TDP1 CPT: -9.7%; GCN5L2 inh: -2.0%

How did CCOc1ccc(NC2C=CS(=O)(=O)C2)cc1 (centres undefined) do in these assays?
TDP1 cell noCPT: -26.0%; DT40 TDP1 CPT: -7.8%; GCN5L2 inh: -3.4%

Results for N#Cc1ccccc1NC(=O)CNc1ccc(Cl)c(C(F)(F)F)c1 ?
TDP1 cell noCPT: inconclusive; DT40 TDP1 CPT: inconclusive; GCN5L2 inh: -8.6%

Results for COc1cccc(CNC(=O)c2ccc3c(c2)nnn3C2CCCC2)c1 ?
TDP1 cell noCPT: -26.0%; DT40 TDP1 CPT: inconclusive; GCN5L2 inh: 0.6%

Results for CCN(CC(=O)NCc1cccs1)C(=O)/C=C/c1cccc(Br)c1 ?
TDP1 cell noCPT: -23.9%; DT40 TDP1 CPT: 4.6%; GCN5L2 inh: -5.0%

What do the screens show for `C[C@@H]1CN([C@H](C)CO)S(=O)(=O)c2ccc(Br)cc2O[C@@H]1CN(C)C(=O)Nc1ccc(C(F)(F)F)cc1`?
TDP1 cell noCPT: inconclusive; DT40 TDP1 CPT: 20.6µM*

How did COc1cccc(C2/C(=C(/O)c3ccc4c(c3)OCO4)C(=O)C(=O)N2CCN2CCOCC2)c1 (centres undefined) do in these assays?
TDP1 cell noCPT: 16.9%; DT40 TDP1 CPT: 27.1%; GCN5L2 inh: -9.2%

Results for CSc1nn(Cc2cccc(F)c2)c(N(C(C)=O)C(C)=O)c1S(=O)(=O)c1ccccc1 ?
TDP1 cell noCPT: inconclusive; DT40 TDP1 CPT: -21.9%; GCN5L2 inh: -6.1%

How did O=c1[nH]c2ccccc2nc1NCc1ccccc1 do in these assays?
TDP1 cell noCPT: -17.2%; DT40 TDP1 CPT: 9.1%; GCN5L2 inh: -3.2%

What do the screens show for `O=C(COC(=O)C1CCN(c2ccc(C(F)(F)F)cn2)CC1)c1ccccc1Cl`?
TDP1 cell noCPT: -27.1%; DT40 TDP1 CPT: 1.1%; GCN5L2 inh: -28.3%

Results for COCCN(CCOC)S(=O)(=O)c1ccc(C(=O)Nc2nnc(C3CC3)o2)cc1 ?
TDP1 cell noCPT: -8.4%; DT40 TDP1 CPT: -5.0%; GCN5L2 inh: -0.4%

Results for COc1cc(C(c2c(C)[nH][nH]c2=O)c2c(C)[nH][nH]c2=O)ccc1OS(=O)(=O)c1ccccc1 ?
TDP1 cell noCPT: 3.2%; DT40 TDP1 CPT: 7.7%; GCN5L2 inh: -7.8%

What do the screens show for `Cc1ccn2c(c1)nc(=S)n2C(=O)c1ccccc1`?
TDP1 cell noCPT: inconclusive; DT40 TDP1 CPT: inconclusive; GCN5L2 inh: -4.5%

How did OCCCNCc1ccc(Cl)cc1Cl do in these assays?
TDP1 cell noCPT: -3.9%; DT40 TDP1 CPT: -23.7%; GCN5L2 inh: 0.4%

What do the screens show for `CCOC(=O)c1c(NC(NC(C)=O)C(Cl)(Cl)Cl)sc(C(C)=O)c1C` (centres undefined)?
TDP1 cell noCPT: inconclusive; DT40 TDP1 CPT: inconclusive; GCN5L2 inh: -7.0%

How did Cc1ccnc(NC(=S)NC(=O)/C=C/c2ccccc2)c1 do in these assays?
TDP1 cell noCPT: -16.0%; DT40 TDP1 CPT: inconclusive; GCN5L2 inh: -3.7%

What do the screens show for `Cc1ccccc1/C=N\NC(=O)c1ccccc1-n1cccc1`?
TDP1 cell noCPT: -18.8%; DT40 TDP1 CPT: 0.4%; GCN5L2 inh: -7.7%

Results for CC(C)(C)c1ccc(C(=O)N2CCC3(CC2)NCCc2[nH]cnc23)cc1 ?
TDP1 cell noCPT: -0.3%; DT40 TDP1 CPT: -8.6%; GCN5L2 inh: -4.8%

How did Cc1ccc(-c2cc(C(=O)OCn3nnc4ccccc4c3=O)c3ccccc3n2)cc1 do in these assays?
TDP1 cell noCPT: 1.3%; DT40 TDP1 CPT: 3.2%; GCN5L2 inh: -0.6%

How did O=C(CN1CCN(c2ccc(O)cc2)CC1)NC(c1ccccc1)c1ccccc1 do in these assays?
TDP1 cell noCPT: inconclusive; DT40 TDP1 CPT: -24.7%; GCN5L2 inh: 3.0%

Results for Fc1ccc(CNc2ncnc3onc(-c4ccc(F)cc4)c23)cc1 ?
TDP1 cell noCPT: 23.1µM*; DT40 TDP1 CPT: 18.4µM*; GCN5L2 inh: -3.7%

Results for N#Cc1cc(Sc2ccccn2)c(Sc2ccccn2)cc1C#N ?
TDP1 cell noCPT: -14.3%; DT40 TDP1 CPT: 2.8%; GCN5L2 inh: -5.3%

What do the screens show for `Cn1cc(C(=O)N/N=C/C(Br)=C/c2ccccc2)ccc1=O`?
TDP1 cell noCPT: 2.31µM*; DT40 TDP1 CPT: 3.26µM*; GCN5L2 inh: -1.6%

How did COc1cc(C2Nc3ccc4ccccc4c3C3=C2C(=O)CC(C)(C)C3)ccc1OC(C)C(=O)O (centres undefined) do in these assays?
TDP1 cell noCPT: 26.0%; DT40 TDP1 CPT: -22.5%; GCN5L2 inh: inconclusive

Results for Cc1cccc(NC(=S)N(Cc2cccs2)Cc2cc3cc(C)cc(C)c3[nH]c2=O)c1 ?
TDP1 cell noCPT: 9.2µM*; DT40 TDP1 CPT: 13µM*; GCN5L2 inh: -9.2%

How did Cc1cc2ncn(C(=O)N3CCC(C)CC3)c2cc1C do in these assays?
TDP1 cell noCPT: inconclusive; DT40 TDP1 CPT: 0.5%; GCN5L2 inh: -3.8%

How did O=C(Cc1ccccc1F)NCC1(N2CCOCC2)CCCCC1 do in these assays?
TDP1 cell noCPT: -2.3%; DT40 TDP1 CPT: -7.2%; GCN5L2 inh: -2.2%

What do the screens show for `Cc1ccc(CC(=O)N(Cc2nc(-c3ccc(C)cc3)no2)C(C)C)cc1`?
TDP1 cell noCPT: 23.1µM*; DT40 TDP1 CPT: inconclusive; GCN5L2 inh: -7.7%

What do the screens show for `Cc1ccc(S(=O)(=O)CCC(=O)OCC(=O)c2c(N)n(CC(C)C)c(=O)n(C)c2=O)cc1`?
TDP1 cell noCPT: inconclusive; DT40 TDP1 CPT: inconclusive; GCN5L2 inh: 3.9%

How did CCn1c(CNC(=O)c2ccccc2F)nnc1SCCOc1ccccc1 do in these assays?
TDP1 cell noCPT: -19.6%; DT40 TDP1 CPT: inconclusive; GCN5L2 inh: 1.6%

How did CCN(Cc1ccccc1)C(=O)Cn1cc(S(=O)(=O)Cc2cccc(Cl)c2)c2ccccc21 do in these assays?
TDP1 cell noCPT: inconclusive; DT40 TDP1 CPT: inconclusive; GCN5L2 inh: -12.9%

How did CC(=O)c1cccc(NC(=O)/C=C/c2ccc([N+](=O)[O-])s2)c1 do in these assays?
TDP1 cell noCPT: 1.46µM*; DT40 TDP1 CPT: 1.3µM*; GCN5L2 inh: -3.4%

How did Cc1ccccc1CSCCNC(=O)c1ccc(N(C)S(=O)(=O)c2ccccc2)cc1 do in these assays?
TDP1 cell noCPT: inconclusive; DT40 TDP1 CPT: 18.4µM*; GCN5L2 inh: 2.24µM*

What do the screens show for `Cc1cc(OCC(=O)N(C)c2ccccc2)cc2c1C(=O)CC(C)(C)O2`?
TDP1 cell noCPT: inconclusive; DT40 TDP1 CPT: -21.4%; GCN5L2 inh: -2.8%

How did NC(=O)NC(=O)CC1S/C(=N/N=C2/NC(=O)CS2)NC1=O (centres undefined) do in these assays?
TDP1 cell noCPT: 10.3%; DT40 TDP1 CPT: 8.1%; GCN5L2 inh: 0.0%

Results for Cc1cc(OCC(=O)N2CCOCC2)ccc1NC(=O)c1ccccc1C ?
TDP1 cell noCPT: -4.3%; DT40 TDP1 CPT: -17.2%; GCN5L2 inh: -3.5%

Results for COc1ccc(S(=O)(=O)Cc2ccc(C(=O)NCCc3ccc(S(N)(=O)=O)cc3)o2)cc1 ?
TDP1 cell noCPT: -3.7%; DT40 TDP1 CPT: 8.7%; GCN5L2 inh: 2.9%

How did COc1cccc(Nc2ncc3nc(-c4ccc(Cl)cc4)c(=O)n(C4CC4)c3n2)c1 do in these assays?
TDP1 cell noCPT: -0.8%; DT40 TDP1 CPT: -18.9%; GCN5L2 inh: -12.1%

What do the screens show for `CC(=O)Nc1ccc(NC(=O)c2ccc3sc([C@H]4C[C@H](O)[C@@H](CO)O4)nc3c2)cc1`?
TDP1 cell noCPT: -1.7%; DT40 TDP1 CPT: -10.5%

How did Cc1cc(C)cc(NS(=O)(=O)c2ccc(-c3cnc(C4CC4)o3)cc2)c1 do in these assays?
TDP1 cell noCPT: 0.82µM*; DT40 TDP1 CPT: 0.82µM*; GCN5L2 inh: -21.2%

Results for CNS(=O)(=O)c1cccc(C(=O)OCC(=O)c2c(N)n(C)c(=O)n(C)c2=O)c1 ?
TDP1 cell noCPT: inconclusive; DT40 TDP1 CPT: -7.1%; GCN5L2 inh: 2.0%

What do the screens show for `CC(Sc1cnccn1)C(=O)O` (centres undefined)?
TDP1 cell noCPT: -6.8%; DT40 TDP1 CPT: 14.6%; GCN5L2 inh: -3.9%

What do the screens show for `COc1ccc(/C=N/Nc2cc(C)nc(NS(=O)(=O)c3ccc(C)cc3)n2)cc1`?
TDP1 cell noCPT: inconclusive; DT40 TDP1 CPT: inconclusive; GCN5L2 inh: 0.3%

How did O=C(NCC1CCCO1)c1ccc(COc2ccccc2Br)cc1 (centres undefined) do in these assays?
TDP1 cell noCPT: inconclusive; DT40 TDP1 CPT: inconclusive; GCN5L2 inh: -1.6%

How did CCOC(=O)CSC1=N/C(=C\c2cccnc2)C(=O)N1c1ccc(OC)cc1 do in these assays?
TDP1 cell noCPT: -7.0%; DT40 TDP1 CPT: -0.9%; GCN5L2 inh: 0.4%

Results for Cn1c(-c2ccc(F)cc2)cnc1SCC(=O)N1CCCCC1 ?
TDP1 cell noCPT: -18.0%; DT40 TDP1 CPT: -23.8%; GCN5L2 inh: -2.2%

How did COC(=O)c1cc(Br)c(N)cc1OC do in these assays?
TDP1 cell noCPT: 16.2%; DT40 TDP1 CPT: -5.0%; GCN5L2 inh: 0.1%

What do the screens show for `O=C(CSc1nc2ccccc2o1)N/N=C/c1ccco1`?
TDP1 cell noCPT: inconclusive; DT40 TDP1 CPT: inconclusive; GCN5L2 inh: -14.3%

How did Cc1ccc(OCCCCN2CCCC(C)C2)c([N+](=O)[O-])c1 (centres undefined) do in these assays?
TDP1 cell noCPT: 23.1µM*; DT40 TDP1 CPT: 18.4µM*; GCN5L2 inh: 0.0%

Random excerpt: two records from the list
How did Cc1ccc(OCCCCN2CCCC(C)C2)c([N+](=O)[O-])c1 (centres undefined) do in these assays?
TDP1 cell noCPT: 23.1µM*; DT40 TDP1 CPT: 18.4µM*; GCN5L2 inh: 0.0%

Results for Cn1c(-c2ccc(F)cc2)cnc1SCC(=O)N1CCCCC1 ?
TDP1 cell noCPT: -18.0%; DT40 TDP1 CPT: -23.8%; GCN5L2 inh: -2.2%

Next part:
How did Cc1cc(NC(=O)C(C)SCC(=O)Nc2cc(Cl)ccc2N2CCN(C)CC2)no1 (centres undefined) do in these assays?
TDP1 cell noCPT: -20.9%; DT40 TDP1 CPT: -17.8%; GCN5L2 inh: -3.0%

What do the screens show for `COc1ccc(Br)cc1CNC(=O)C1CCN(S(=O)(=O)N2CCCCC2)CC1`?
TDP1 cell noCPT: inconclusive; DT40 TDP1 CPT: -14.2%; GCN5L2 inh: -5.0%

Results for CSC1=NCCN1C(=O)c1c(-c2ccccc2Cl)noc1C ?
TDP1 cell noCPT: -16.8%; DT40 TDP1 CPT: 6.5%; GCN5L2 inh: -1.5%

How did CCN1CCN(c2nc(N)c([N+](=O)[O-])c(Nc3ccc(C)c(C)c3)n2)CC1 do in these assays?
TDP1 cell noCPT: 16.4µM*; DT40 TDP1 CPT: inconclusive; GCN5L2 inh: -2.2%

Of the compounds above, three have a nitro group on carbon:
How did CC(=O)c1cccc(NC(=O)/C=C/c2ccc([N+](=O)[O-])s2)c1 do in these assays?
TDP1 cell noCPT: 1.46µM*; DT40 TDP1 CPT: 1.3µM*; GCN5L2 inh: -3.4%

How did Cc1ccc(OCCCCN2CCCC(C)C2)c([N+](=O)[O-])c1 (centres undefined) do in these assays?
TDP1 cell noCPT: 23.1µM*; DT40 TDP1 CPT: 18.4µM*; GCN5L2 inh: 0.0%

How did CCN1CCN(c2nc(N)c([N+](=O)[O-])c(Nc3ccc(C)c(C)c3)n2)CC1 do in these assays?
TDP1 cell noCPT: 16.4µM*; DT40 TDP1 CPT: inconclusive; GCN5L2 inh: -2.2%

A portion of the library (hit frequency here may not be typical).
